VIM-2 inhibitor: VIM-2 metallo-beta-lactamase inhibitors, primary screen, biochemical, epi-absorbance readout, Pseudomonas aeruginosa enzyme; purified VIM-2, nitrocefin hydrolysis, epi-absorbance fluorescence; inhibition, % at 5.6 µM; 290,000 compounds, 0.89% hits; AID 1527, 2009;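 active = inhibition above the mean of all tested compounds plus 3 SD, cutoff set per screening run, cut at about 7.5% in these data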;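 note: red hydrolysis product quenches plate fluorescence so inhibitors raise well fluorescence; 0% = enzyme with DMSO and 100% = DMSO without enzyme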
V1R ag counter: agonists of human V1a receptor, primary screen, counter-screen for OXTR agonist project, fluorescence, CHO-V1R cells. Vasopressin V1a receptor (Homo sapiens), P37288. activation, % at 3 µM. Fluo-8 calcium fluorescence, agonist mode; 0% DMSO, 100% 3 nM vasopressin. 320,000 compounds, 0.25% hits;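 active = activation above the mean activation of all tested compounds plus 3 SD, per screening run, cut at about 20% in these data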;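 note: signal is peak over basal fluorescence ratio across a 100 second FLIPR read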
GalR3 antagonist: GalR3 antagonists in HEK293 cells, primary screen, cell-based, fluorescence readout. 360,000 compounds, 0.44% hits. HEK293 GalR3-CNG cAMP membrane potential fluorescence; galR3 body fused to GalR1 C-terminus. inhibition, % at 3 µM. AID 651719, 2012;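 active = inhibition above the screen-wide average plus 3 SD, cut at about 13% in these data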;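 note: forskolin and galanin both at EC90 stimulate the cells; cAMP rise reported by CNG channel membrane potential dye signal; 0% = forskolin plus galanin with DMSO and 100% = forskolin alone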
Target sequence (O60755 1-299 limits assumed): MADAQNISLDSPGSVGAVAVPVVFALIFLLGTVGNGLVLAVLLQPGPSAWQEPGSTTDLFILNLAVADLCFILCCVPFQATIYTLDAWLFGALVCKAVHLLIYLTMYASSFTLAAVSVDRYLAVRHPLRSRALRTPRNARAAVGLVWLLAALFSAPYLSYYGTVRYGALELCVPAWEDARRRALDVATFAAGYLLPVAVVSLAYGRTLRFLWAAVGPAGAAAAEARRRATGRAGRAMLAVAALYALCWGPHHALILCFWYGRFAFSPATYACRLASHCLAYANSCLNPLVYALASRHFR
GPR7 antagonist: GPR7 receptor antagonists, primary screen, cell-based, fluorescence, single concentration; Neuropeptides B/W receptor type 1 (Homo sapiens), P48145; inhibition, % at 4.4 µM; GPR7-expressing cells, fluorescence antagonist assay; 290,000 compounds, 1.1% hits; AID 1861, 2009; in the data active = inhibition above about 16%, passing the limit was not always enough;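 note: cells stimulated with the agonist NPW; 0% = agonist with vehicle and 100% = vehicle without agonist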
Target sequence (P48145 whole entry, looked up): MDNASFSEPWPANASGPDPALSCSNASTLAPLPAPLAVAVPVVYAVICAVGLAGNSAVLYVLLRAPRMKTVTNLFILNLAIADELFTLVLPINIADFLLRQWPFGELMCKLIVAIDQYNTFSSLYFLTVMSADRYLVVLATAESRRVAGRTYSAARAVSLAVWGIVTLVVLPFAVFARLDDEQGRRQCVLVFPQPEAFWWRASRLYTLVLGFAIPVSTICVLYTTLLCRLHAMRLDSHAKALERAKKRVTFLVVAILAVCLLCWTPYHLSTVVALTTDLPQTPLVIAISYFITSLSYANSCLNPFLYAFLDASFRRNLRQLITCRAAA
OXTR ag: human OXTR agonists, primary screen, fluorescence, CHO-OTR cells, Fluo-8 calcium; Fluo-8 calcium fluorescence; normalized: DMSO 0%, oxytocin 100%; Oxytocin receptor (Homo sapiens), P30559; 320,000 compounds, 0.32% hits; activation, % at 3 µM;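 active = activation above the mean of all tested compounds plus 3 SD, cutoff set per screening run, cut at about 20% in these data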;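 note: peak over basal fluorescence ratio from a 100 s FLIPR kinetic read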
DNA FID counter: compounds displacing fluorescent DNA intercalator, primary screen, artefact control for HCV NS3 helicase inhibitor project, biochemical, FID fluorescence; DNA fluorescent intercalator displacement; inhibition, % at 7.9 µM; 290,000 compounds, 0.17% hits; in the data active = inhibition above about 37%;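 note: 0% = vehicle and 100% = reference compound; higher means more ethidium bromide displaced from hairpin DNA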
HCV NS3 hel inh: inhibitors of HCV NS3 helicase, primary screen, biochemical, Cy5 molecular beacon fluorescence | Hepatitis C virus NS3 helicase | NS3 helicase DNA unwinding | inhibition, % at 10.9 µM | 290,000 compounds, 0.56% hits;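 active = inhibition above the mean of all tested compounds plus 3 SD, set per campaign, cut at about 35% in these data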;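 note: 0% = DMSO wells and 100% = thioflavine S control wells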
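assay system = NS3 helicase fragment of HCV | buffer or medium = MOPS pH 6.5, MgCl2, DTT, Tween20, BSA | timing = 60 min unwinding reaction at 25 °C after ATP addition | signal = Cy5 beacon fluorescence read at start and 1 h | read-out basis = % inhibition of unwinding | control set = low DMSO, high thioflavine S at 110 µM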
PHOSPHO1 block: PubChem AID 1565. recombinant PHOSPHO1, absorbance phosphatase assay. inhibition, % at 13.3 µM. 290,000 compounds, 1.1% hits; in the data active = inhibition above about 60%
Target sequence (Q8TCT1 whole entry, looked up): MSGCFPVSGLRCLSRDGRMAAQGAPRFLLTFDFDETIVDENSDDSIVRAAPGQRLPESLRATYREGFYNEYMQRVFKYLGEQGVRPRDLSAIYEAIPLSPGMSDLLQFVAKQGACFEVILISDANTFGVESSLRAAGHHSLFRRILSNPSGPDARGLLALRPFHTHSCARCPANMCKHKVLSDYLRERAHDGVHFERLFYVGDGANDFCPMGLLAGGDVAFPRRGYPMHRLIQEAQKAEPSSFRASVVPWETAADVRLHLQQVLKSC
IMP-1 inhibitor: IMP-1 metallo-beta-lactamase inhibitors, primary screen, biochemical, epi-absorbance readout, Pseudomonas aeruginosa enzyme; purified IMP-1, nitrocefin hydrolysis, epi-absorbance fluorescence; metallo-beta-lactamase IMP-1 (Pseudomonas aeruginosa); AID 1556, 2009; 290,000 compounds, 0.45% hits; inhibition, % at 5.6 µM;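 active = inhibition above the mean plus 3 SD of all compounds in the same screening run, cut at about 4.5% in these data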;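 note: 0% = IMP-1 with DMSO and 100% = DMSO wells lacking enzyme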
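Assay system: purified IMP-1; Quantity: IMP-1 0.2 nM before substrate addition; Medium: HEPES buffer pH 7.1 with ZnSO4 and Brij 35; Incubation: 15 min enzyme–compound preincubation, then 25 min nitrocefin reaction, 25 °C; Signal: fluorescence quenching readout, ex 480/em 530 nm; Controls: DMSO with and without IMP-1; Repeats: singlicate testing.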
* hit, by the source's call; nt = not tested or not shown.

The opening 10 compounds, to show the layout:
SMILES	VIM-2 inhibitor	V1R ag counter	GalR3 antagonist	GPR7 antagonist	OXTR ag	DNA FID counter	HCV NS3 hel inh	PHOSPHO1 block	IMP-1 inhibitor
COCCCNc1nc2cc(OC)c(OC)cc2c2nc(-c3ccccc3)nn12	2.4	2.0	-2	-3	2.9	-24	-20	37	0.3
CCCCOc1nc2c(c(=O)n(C)c(=O)n2C)n1C	-0.7	-0.2	-10	-8	0.8	-12	-3	10	-2.8
CSc1nc(C(C)C)ccc1CNC(=O)CC(C)c1ccccc1 (stereo not given)	-1.9	-0.5	-11	-9	-2.5	-31	-22	20	-2.5
CN1CCN(CCNC(=O)Cn2c(=O)c3cccn3c3ccc(F)cc32)CC1	2.5	1.6	-8	21	0.5	9	16	10	0.5
NC(=O)NC(CC(=O)N1CCc2ccccc2C1)c1ccc(Cl)cc1 (stereo not given)	-3.3	0.5	-10	3	-0.1	-18	-12	11	-1.6
COc1cc(OC)cc(C(=O)N[C@H](C(=O)NC23CC4CC(CC(C4)C2)C3)C(C)C)c1	-1.4	-1.2	-5	-7	-1.6	-8	-5	-6	1.6
COc1ccc(N2CC(C(=O)Nc3nnc(SCC(=O)NC(C)(C)C)s3)CC2=O)cc1 (stereo not given)	-5.9	-0.1	5	-2	0.4	-11	2	4	-3.2
COc1ccc(OCC(=O)N/N=C(\CCC(=O)O)c2cccs2)cc1	-2.3	1.0	1	2	0.0	-6	-3	47	0.7
N#C/C(=C\C=C\c1ccccc1)c1nc(-c2ccc3c(c2)OCO3)cs1	-1.1	0.5	2	-4	0.2	-7	3	8	-0.1
COc1ccc(CNc2ccc3c(c2)nc(C)n3C)cc1	0.3	1.6	7	6	1.9	7	2	7	-2.4

Results, from the start:
SMILES	VIM-2 inhibitor	V1R ag counter	GalR3 antagonist	GPR7 antagonist	OXTR ag	DNA FID counter	HCV NS3 hel inh	PHOSPHO1 block	IMP-1 inhibitor
COCCCNc1nc2cc(OC)c(OC)cc2c2nc(-c3ccccc3)nn12	2.4	2.0	-2	-3	2.9	-24	-20	37	0.3
CCCCOc1nc2c(c(=O)n(C)c(=O)n2C)n1C	-0.7	-0.2	-10	-8	0.8	-12	-3	10	-2.8
CSc1nc(C(C)C)ccc1CNC(=O)CC(C)c1ccccc1 (stereo not given)	-1.9	-0.5	-11	-9	-2.5	-31	-22	20	-2.5
CN1CCN(CCNC(=O)Cn2c(=O)c3cccn3c3ccc(F)cc32)CC1	2.5	1.6	-8	21	0.5	9	16	10	0.5
NC(=O)NC(CC(=O)N1CCc2ccccc2C1)c1ccc(Cl)cc1 (stereo not given)	-3.3	0.5	-10	3	-0.1	-18	-12	11	-1.6
COc1cc(OC)cc(C(=O)N[C@H](C(=O)NC23CC4CC(CC(C4)C2)C3)C(C)C)c1	-1.4	-1.2	-5	-7	-1.6	-8	-5	-6	1.6
COc1ccc(N2CC(C(=O)Nc3nnc(SCC(=O)NC(C)(C)C)s3)CC2=O)cc1 (stereo not given)	-5.9	-0.1	5	-2	0.4	-11	2	4	-3.2
COc1ccc(OCC(=O)N/N=C(\CCC(=O)O)c2cccs2)cc1	-2.3	1.0	1	2	0.0	-6	-3	47	0.7
N#C/C(=C\C=C\c1ccccc1)c1nc(-c2ccc3c(c2)OCO3)cs1	-1.1	0.5	2	-4	0.2	-7	3	8	-0.1
COc1ccc(CNc2ccc3c(c2)nc(C)n3C)cc1	0.3	1.6	7	6	1.9	7	2	7	-2.4
COc1ccccc1N(C)S(=O)(=O)c1ccc(C(=O)NCc2ccc3c(c2)OCO3)cc1	-3.4	4.5	-4	-6	1.5	-17	-5	28	-2.4
CCn1c(/C=C/c2ccc(O)c(O)c2)nc2ccccc2c1=O	1.5	nt	-1	14	nt	-12	21	19	-1.2
CCN(CC)CCCN1CC(O)=C(c2nc3ccccc3s2)C1=N	-2.2	1.8	-5	-4	1.6	9	-2	6	-3.4
Cc1ccc(C)c(N2CCN(C(=O)C34CC5CC(C3)CC(n3nnc(C)n3)(C5)C4)CC2)c1	-1.0	-1.6	1	-9	-3.4	-51	-16	1	0.0
O=C(Cc1ccccc1)N1CCN=C1SCc1ccc([N+](=O)[O-])cc1	-2.5	2.3	-1	13	-1.4	5	-3	-36	-4.6
CCc1nc2c(sc3nc4c(cc32)COC(C)(C)C4)c(=O)n1Cc1ccco1	0.1	2.7	-3	-5	0.9	-18	40*	-4	-5.8
COCCn1c(SCC(=O)c2[nH]c(C)c(C(C)=O)c2C)nc2ccccc2c1=O	-0.3	1.1	11	-5	0.1	-13	5	-34	-2.6
CCOC(=O)C1(Cc2ccccc2C)CCCN(C(=O)CCc2c(C)noc2C)C1 (stereo not given)	0.4	2.0	-7	5	0.0	-51	-4	2	-1.1
CCCNC(=O)N1c2ccccc2Sc2ccccc21	-1.3	-1.0	-4	1	-1.3	-14	-1	-8	0.2
CCOC(=O)CN1C(=O)C2Cc3ccccc3CN2C1=S (stereo not given)	2.8	2.5	-4	-1	-0.6	-7	2	3	-0.8
O=c1oc(-c2ccccc2Cl)nc2ccsc12	-0.4	-0.3	-2	-7	-1.6	-4	2	-1	2.0
CCOC(=O)CC(C#N)c1cn(C)c2ccccc12 (stereo not given)	-1.1	-0.5	-3	-5	-1.9	-8	-1	34	-0.4
CCCCNC(=O)CCCCn1c(=S)[nH]c2c([nH]c3ccc(OC)cc32)c1=O	-4.6	-0.4	-2	-11	0.1	-12	10	-42	-4.1
CC(=O)N1CCN(S(=O)(=O)c2cccc(C(=O)Nc3nc4ccccc4[nH]3)c2)CC1	-1.2	0.9	-1	6	0.4	-11	2	57	-1.7
Clc1ccc(C2[C@H]3CN(Cc4cccnc4)[C@H](c4ccccc4)C34CC2(c2cccnc2)C4)cn1 (stereo not given in full)	nt	-1.1	-1	nt	-1.1	nt	nt	13	nt
CC(C)Oc1ccc(N2CC(C(=O)Nc3ccccn3)CC2=O)cc1 (stereo not given)	-4.0	0.3	1	-9	1.4	-18	-5	33	-2.7
C=CCNC(=O)c1ccc(OC)cc1	-2.0	nt	-7	-4	nt	-2	4	40	-2.4
Clc1ccc(-c2nnc3sc(-c4ccc(Br)o4)nn23)c(Cl)c1	-2.0	-0.7	-2	7	-1.1	-6	7	50	-3.8
CCOC(=O)N1CCN(c2c(NCCN3CCN(Cc4ccccc4)CC3)c(=O)c2=O)CC1	0.4	0.0	5	-14	0.5	-2	-4	-5	-5.0
Cn1ncc2cc(NC(=S)NC(=O)c3ccccc3)ccc21	-8.6	1.5	-1	-5	1.6	-12	-3	-88	-1.6
Cc1cc2c3c([nH]c2cc1S(=O)(=O)N1CCC2(CC1)OCCO2)CCCC3=O	2.4	4.1	-2	-7	3.1	-16	4	22	0.6
Cc1nc(C)n(CC(=O)N2CCCC(C(=O)c3ccc(Cl)cc3C)C2)n1 (stereo not given)	-0.8	1.2	-6	-10	0.1	-11	11	30	-0.5
Cn1c2c(c(=O)n(C)c1=O)C(NS(=O)(=O)c1ccc(Cl)cc1)(C(F)(F)F)C(=O)N2 (stereo not given)	-1.9	0.3	-2	-4	0.7	-1	-2	17	-2.4
COc1ccc(S(=O)(=O)CCC(=O)NCc2ccc(C)o2)cc1	-0.5	0.8	1	-4	-0.6	-12	4	18	-1.5
CCOC(=O)c1c(NC(=O)CSc2nnc(CNc3ccc(F)cc3)o2)sc(C(C)=O)c1C	-2.1	-0.5	-7	5	-0.1	-43	23	-38	-1.0
O=C(NCc1ccc(Cl)cc1)c1ccc2c(=O)n(CC3CCCO3)c(=S)[nH]c2c1 (stereo not given)	-6.4	0.5	-4	0	1.1	-15	10	16	-4.1
CCOC(=O)N1CCc2c(sc3ncn(Cc4ccc(F)cc4)c(=O)c23)C1	-0.2	0.5	-3	-5	-2.6	-6	1	-5	-2.8
CCc1nc2ccc(C(=O)NCCCN3CCN(c4ccc(F)cc4)CC3)cc2nc1CC	0.5	1.7	-6	-17	0.7	8	-31	24	-2.3
Cc1ccc(C(C(=O)NC2CCCC2)N(Cc2ccc(F)cc2)C(=O)c2snc(C(N)=O)c2N)o1 (stereo not given)	-1.2	-0.5	-11	3	-1.7	-35	-1	36	-0.9
CCCCOC(=O)c1ccc(Nc2ncnc3nc[nH]c23)cc1	-1.5	0.5	1	5	0.6	-1	-3	-6	-1.5
O=C1CCCN2N=C(SCC(=O)Nc3cccc(C(F)(F)F)c3)SC2=N1	-1.7	11	-1	4	10	-7	-13	2	-1.8
Cc1ccccc1CN(C)C(=O)c1ccc2ccccc2n1	-1.6	0.0	-7	5	-0.8	-25	4	19	-0.2
COc1ccc(NC(=S)Nc2ccccc2SC)c(OC)c1	-0.4	0.8	0	-14	-0.1	-4	-2	20	-1.8
Cc1c(Cl)c([N+](=O)[O-])nn1CCCC(=O)N1CCN(c2ccccc2)CC1	-1.7	2.4	-11	-1	2.1	-12	-5	34	-1.8
N#CC1(Cc2ccccc2Cl)c2ccccc2C=CN1C(=O)c1ccccc1 (stereo not given)	-3.1	-0.3	-1	6	-0.4	-12	5	4	-4.0
O=C(CN1CCN(S(=O)(=O)N2CCCCC2)CC1)Nc1ccc(Cl)c(Cl)c1	-4.4	16	-9	1	10	-33	-4	15	-5.7
O=C(N/N=C\c1ccc(Cl)s1)c1cccs1	-4.9	-0.8	-4	-3	-0.6	-5	2	23	-3.4
Cc1cc(NC(=O)CC2(CC(=O)O)CCCC2)n(C)n1	-0.9	-0.8	-1	-8	0.5	0	-2	28	-2.9
CCc1ccc(CN2C(=O)CCC2(C)C(=O)NC2CCCC2)cc1 (stereo not given)	-0.8	1.9	-5	2	0.2	-14	-3	-11	-3.9
CC(C)=CCN1CCN(Cc2ccc(Sc3nncn3C)o2)CC1CCO (stereo not given)	0.6	0.7	-3	-9	-0.1	-3	0	32	-0.3

Bioassay records (PubChem BioAssay)
